Screening results deposited in PubChem by National Center for Advancing Translational Sciences (NCATS).
Giardia kill: Giardia lamblia killing; Giardia lamblia trophozoite viability; activity change, % at 7.66 µM, hits read low; actives 0.15% (n = 340,000); AID 540267; in the data active = activity change below about -80%; inconclusive = between about -30% and that limit;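 note: parasites exposed to compound for two days anaerobically before the ATP read; % is set by controls: 0 for no effect and ±100 for the full control effect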
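Viability, read as ATP luminescence: trophozoites at 100 cells/well, compound added, 48 hrs anaerobic at 37 deg C, then 15-30 min room-temperature development before reading.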
GALK inh: blocks human galactokinase activity. AID 1868. Purified GALK, Kinase-Glo residual ATP luminescence. Potency, µM (doses to about 57.5 µM), inactives show at the highest dose activity change, negative = inhibition, usual class: inhibitors. actives 0.007% (n = 270,000). P51570; note: potency is the fitted concentration of half-maximal effect; % is set by controls: 0 for no effect and ±100 for the full control effect
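The enzyme phosphorylates galactose (100 uM) using ATP (35 uM); inhibition is detected as higher residual ATP, quantified by bioluminescence after 1 h reaction at room temperature, pH 8.0.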
TRPV1 agonist: human TRPV1 agonism; Q8NER1; TRPV1-expressing cells, Fluo-8 calcium influx, agonist mode; activation, % at 8.33 µM; actives 0.19% (n = 320,000); AID 540275; in the data active = activation above about 80%; inconclusive = between about 30% and that limit; note: 0% is about no effect
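Cells expressing TRPV1 were dye-loaded with Fluo-8 and read kinetically: 10 s baseline, 3 min after compound (agonist portion), then 2 min after EC20 capsaicin (allosteric enhancer portion). Calcium-bound dye fluorescence at 480/520 nm.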
PKM2 act: increases activity of human pyruvate kinase M2 | P14618 | purified PKM2, Kinase-Glo ATP luminescence, activation; response scale: 0% is enzyme alone, no compound | Potency, µM (series often up to 57.5 µM), inactives show top-dose activation, hits mostly activators | actives 0.34% (n = 260,000); note: potency is the fitted concentration of half-maximal effect; % is set by controls: 0 for no effect and ±100 for the full control effect; nearly all actives have a fitted effect of over 55% in size
Target sequence (P14618 whole entry, looked up): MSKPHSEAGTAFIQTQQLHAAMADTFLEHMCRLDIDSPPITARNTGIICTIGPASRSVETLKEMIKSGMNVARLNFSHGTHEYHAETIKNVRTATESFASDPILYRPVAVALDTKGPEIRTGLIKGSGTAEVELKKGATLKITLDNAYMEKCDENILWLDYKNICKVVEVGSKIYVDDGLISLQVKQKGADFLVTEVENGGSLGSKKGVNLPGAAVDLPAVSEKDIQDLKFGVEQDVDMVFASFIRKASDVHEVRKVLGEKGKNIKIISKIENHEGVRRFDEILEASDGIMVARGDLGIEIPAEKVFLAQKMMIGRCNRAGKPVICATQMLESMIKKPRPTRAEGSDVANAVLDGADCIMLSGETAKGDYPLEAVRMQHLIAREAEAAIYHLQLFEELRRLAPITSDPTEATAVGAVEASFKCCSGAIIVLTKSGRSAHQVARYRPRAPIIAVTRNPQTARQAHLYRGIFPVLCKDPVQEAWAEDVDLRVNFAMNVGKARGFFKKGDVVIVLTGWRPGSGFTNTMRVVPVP
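Purified hPK-M2 (>95% pure) converted ADP (0.1 mM final) to ATP with 0.5 mM PEP in 50 mM imidazole pH7.2, KCl, MgCl2, Tween 20, BSA; 1 h at room temperature. ATP detected by Kinase-Glo luminescence.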
FBPA coupling cs: coupling enzyme interference in Giardia aldolase counter-screen; AID 2472; activity change, negative = inhibition, % at 58.2 µM, hits read low; coupling enzyme system counterscreen, AmpLite Red fluorescence; actives 0.67% (n = 290,000); in the data active = activity change below about -30%; note: % is set by controls: 0 for no effect and ±100 for the full control effect
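First, compound is pin-transferred into glyceraldehyde-3-phosphate coupling-enzyme reagent at 57.5 uM final and held 10 min at RT. Next, substrate, coupling system and AmpLite Red are added. After 20 min RT, fluorescence (525/598 nm) is read.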
USP2a inh: USP2a (human) protease inhibition. O75604. USP2 core, Ub-CHOP2 coupled fluorogenic reporter, 485/531. Potency, µM (doses to about 38.3 µM), inactives show top-dose activity change, negative = inhibition, actives largely listed as inhibitors. actives 0.01% (n = 330,000). AID 463254;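 note: potency is the fitted concentration of half-maximal effect; plate controls were DMSO wells for no effect and full inhibition by NEM control for full effect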
Target sequence (O75604 whole entry, looked up): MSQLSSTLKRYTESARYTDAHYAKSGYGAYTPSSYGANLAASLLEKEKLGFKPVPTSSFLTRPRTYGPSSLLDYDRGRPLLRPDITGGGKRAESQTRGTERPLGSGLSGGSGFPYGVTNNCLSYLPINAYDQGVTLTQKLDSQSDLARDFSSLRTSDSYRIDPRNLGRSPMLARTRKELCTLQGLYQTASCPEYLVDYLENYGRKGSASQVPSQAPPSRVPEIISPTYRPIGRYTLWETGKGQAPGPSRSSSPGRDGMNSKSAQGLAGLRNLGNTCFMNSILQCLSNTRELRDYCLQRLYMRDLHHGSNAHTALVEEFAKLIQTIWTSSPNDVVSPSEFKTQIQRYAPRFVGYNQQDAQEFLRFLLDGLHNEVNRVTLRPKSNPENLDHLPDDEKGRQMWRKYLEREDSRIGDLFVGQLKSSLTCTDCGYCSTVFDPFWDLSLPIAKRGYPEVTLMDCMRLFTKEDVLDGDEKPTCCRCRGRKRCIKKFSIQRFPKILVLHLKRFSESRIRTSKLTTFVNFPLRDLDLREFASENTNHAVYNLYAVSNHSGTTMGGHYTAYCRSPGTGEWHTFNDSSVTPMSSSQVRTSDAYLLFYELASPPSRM
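Deubiquitinase activity read as fluorescence (485/531 nm) after Ub-CHOP2 cleavage activates the enterokinase reporter on its substrate; USP2 core 10nM, Ub-CHOP2 and substrate 25nM each, 30min compound preincubation then 60min RT; data normalized to NEM, curves fitted.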
Menin-MLL TR inh: inhibitors of human menin-MLL interaction, mutant MLL peptide | actives 0.23% (n = 270,000) | Menin + Texas Red MLL mutant peptide, fluorescence polarization | O00255 | Potency, µM (highest dose often 61.6 µM), inactives show at the top dose FP activity change, negative = inhibition, most hits filed as inhibitors; active = well fitted inhibition curve with a large enough effect in the polarisation, with a control signal flat, not every such curve was filed as active; inconclusive = small, poorly fitted or top-dose-only effect, or effect the other way, or a change in a side signal; inactive = no such curve, though single readings can be large or run the other way; the % refers to the polarisation; note: potency is the fitted concentration of half-maximal effect; % of control where 0% means no effect; many of its hits are not listed in these tables
CXXC DNA block: inhibitors of human MLL CXXC domain-DNA interaction. Q03164. Potency, µM (highest dose often 115 µM), for the others: at the highest dose activity change, negative = inhibition, usual class: inhibitors. actives 0.037% (n = 290,000). MLL-CXXC / FITC-HOXA9 DNA fluorescence polarization. AID 2662; active = well fitted inhibition curve with a large enough effect in the polarisation, with a control signal flat, not every such curve was filed as active; inconclusive = small, poorly fitted or top-dose-only effect, or effect the other way, or a change in a side signal; inactive = no such curve, though single readings can be large or run the other way; the % refers to the polarisation; note: potency is the fitted concentration of half-maximal effect
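Purified MLL-CXXC (added from a 7 uM solution) was preincubated 5 min at ambient with pinned compounds in 50 mM Tris-HCl pH 7.5, 50 mM NaCl, 1 mM DTT, 0.05% BSA. Fluorescein-labeled HOX-A9 DNA (50 nM solution) followed, 30 min, then polarization read.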
B2AR arrestin: recruits beta-arrestin to the human beta2-adrenergic receptor | beta-arrestin recruitment to beta2AR, cell-based reporter | Potency, µM (highest dose often 46.1 µM), without a hit: at the top dose activation, most hits filed as activators | actives 0.02% (n = 330,000);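 note: potency is the fitted concentration of half-maximal effect; 0% = DMSO controls and full agonism = EC100 isoproterenol or metaproterenol; nearly all actives have a fitted effect of over 65% in size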
hERG WT inh: inhibitors of human wildtype KCNH2 potassium channel | Q12809 | U2OS, BacMam KCNH2, thallium flux FluxOr; hits give low values | activity change, % at 1.84 µM | actives 0.37% (n = 340,000);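 active = maximum activity change below -70%; inconclusive = maximum activity change between -70% and -50%; inactive = maximum activity change above -50%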; note: % is set by controls: 0 for no effect and ±100 for the full control effect
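U2OS cells were transduced with wild-type KCNH2 virus (2.03 x 10^8 / mL) for 4 h at room temperature, then cultured overnight at 37 C. Thallium flux was read with FluxOr dye. Rate constants were normalized to DMSO controls.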
KCNH2 3.1 block: KCNH2 3.1 (human) potassium channel inhibition. activity change, % (tested at about 1.8 µM). U2OS KCNH2 3.1, thallium flux FluxOr; hits give low values. actives 0.95% (n = 340,000);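 active = maximum activity change below -70%; inconclusive = maximum activity change from -70% to -50%; inactive = maximum activity change above -50%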;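 note: thallium influx rate constant from kinetic fluorescence after stimulation buffer; % is set by controls: 0 for no effect and ±100 for the full control effect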
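U2OS cells transduced with KCNH2 3.1 mutant virus (1.77 x 10^8 /mL, 4 h), plated overnight at 37 C, loaded 45 min with FluxOr dye plus Red40 quencher. Thallium flux rate constant from kinetic reads after stimulation buffer, normalised to controls.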
Starred values were filed as active, the others as inactive; u = inconclusive; x = no result given; [ ] = remark or other dose. Unless noted, calls come from the whole dose curve; as a rule, active = well fitted curve in the direction sought with a large enough effect; inconclusive = small, poorly fitted or top-dose-only effect, or another doubt; inactive = no such curve, though single readings can be large; an effect the other way counts as inactive or inconclusive. An excerpt (hit frequency here may not be typical).

SMILES	Giardia kill	GALK inh	TRPV1 agonist	PKM2 act	FBPA coupling cs	USP2a inh	Menin-MLL TR inh	CXXC DNA block	B2AR arrestin	hERG WT inh	KCNH2 3.1 block
Cc1ccc(S(=O)(=O)N(C)C)cc1NC(=O)COc1ccccc1C(=O)Nc1ccccc1	20	x	3	x	x	3%	x	x	-0.1%	3	-18
Cc1cccc(C(=O)NCC(c2cccs2)N2CCOCC2)c1 (stereo not given)	-28	x	-8	x	x	0%	x	x	-0.3%	-5	17
O=S(=O)(/N=C(\Nc1ccc(F)cc1)C(F)(F)F)c1ccccc1	10	5%	3	9%	2	-5%	7%	-4%	-0.6%	16	9
Cc1ccc(C(=O)Nc2ccc3ccccc3c2)cc1	u	0%	u	-3%	-6	-1%	-3%	11%	-0.5%	15	7
COc1cc2c(cc1OC)C(COc1ccc([N+](=O)[O-])cc1)N(C(C)=O)CC2 (stereo not given)	11	x	-1	x	2	-1%	-18%	7%	-0.9%	0	0
CCC/C(O)=C1\C(=O)CC(c2ccccc2)CC1=NCCc1c(C)[nH]c2ccccc12 (stereo not given)	22	x	23	4%	1	-1%	0%	18%	-0.5%	-8	11
COc1ccc2sc(-c3ccc(S(C)(=O)=O)cc3)c(C#CCO)c2c1	-4	x	x	x	x	-13%	x	x	-0.2%	-1	6
Cc1ccc(C2=NN(CC(=O)NCc3cccs3)C(=O)CC2)cc1	11	5%	u	6%	-4	1%	35%[activator]	u	0.5%	-3	7
Cc1cc(=O)[nH]c(SCc2cccc(Br)c2)n1	-7	-2%	5	-10%	-1	0%	0%	-7%	-0.2%	-2	4
CC(C)(C)OC(=O)c1c(N)n(CCCN2CCCC2=O)c2nc3ccccc3nc12	2	4%	12	-7%	-10	2%	-6%	-2%	-0.3%	7	4
Cc1cc(=O)oc(C)c1C(=O)NCCC1=CCCCC1	-3	2%	2	-10%	0	1%	3%	10%	-0.3%	-16	15
Cc1cc(NC(=O)Cn2cnc3sc(C)c(C)c3c2=O)no1	8	x	x	x	x	-2%	x	x	-0.3%	-12	-4
COc1ccc(N2CC(C(=O)Nc3ccccc3C(=O)NCc3ccco3)CC2=O)cc1 (stereo not given)	-18	-2%	3	0%	2	-2%	-1%	0%	-0.7%	0	-6
CCOC(=O)C1CCCN(C(=O)CCCn2c(=O)c3cccn3c3cccnc32)C1 (stereo not given)	-22	2%	-5	x	x	0%	x	12%	0.1%	11	1
COc1ccc(CCC(=O)Nc2sc(C(=O)N(C)C)c(C)c2C#N)cc1	-3	-4%	2	1%	0	0%	-13%	-9%	-0.4%	-1	18
O=C(NC1CCC(NC(=O)C2CCCO2)CC1)C1CCCO1 (stereo not given)	x	0%	-1	-10%	3	3%	28%	4%	-0.3%	x	x
Cc1sc2nc(SCC(=O)NCc3ccco3)n(Cc3ccccc3)c(=O)c2c1C	1	0%	2	-6%	2	0%	0%	34%[activator]	-0.8%	4	5
COc1ccccc1COC(=O)c1cccc(S(=O)(=O)N2CCCC2)c1	1	x	11	x	x	3%	x	x	-0.2%	-15	-28
CSc1ccccc1C(=O)N(C)C(c1ccccc1)c1ccccc1	3	-1%	16	-3%	2	-8%	u	3%	0.3%	-12	-22
CSc1nnc(C)c(/C=C/Nc2ccc(F)cc2)n1	-10	-2%	5	5%	-5	1%	22%	26%	-0.6%	-3	-4
CCN(CC)CC(=O)N1N=C(c2cccs2)CC1c1ccco1 (stereo not given)	-3	0%	-3	-2%	1	6%	6%	-11%	-0.1%	28	-6
CCC(C)N(C(=O)COc1ccc(NC(C)=O)cc1)C1CCS(=O)(=O)C1 (stereo not given)	5	7%	0	-8%	0	1%	-6%	-2%	0.2%	-7	-11
CCCCn1c(SCC(=O)c2ccccc2)nc2c1c(=O)[nH]c(=O)n2C	-14	1%	-1	-2%	0	4%	-25%	6%	-0.2%	22	3
Clc1ccc(-c2[nH]ncc2N=Nc2ccccc2)cc1	14	-10%	4	x	0	0%	60%[activator]	-2%	0.1%	-5	-6
COc1ccc(-c2csc(N(CCCN3CCOCC3)C(=O)c3ccco3)n2)cc1	-17	3%	15	0%	1	-1%	8%	-2%	0.3%	1	-1

Shown as labelled records: 3 of the compounds above
smiles: CCCCn1c(SCC(=O)c2ccccc2)nc2c1c(=O)[nH]c(=O)n2C
  Giardia kill = -14; GALK inh = 1%; TRPV1 agonist = -1; PKM2 act = -2%; FBPA coupling cs = 0; USP2a inh = 4%; Menin-MLL TR inh = -25%; CXXC DNA block = 6%; B2AR arrestin = -0.2%; hERG WT inh = 22; KCNH2 3.1 block = 3
smiles: Clc1ccc(-c2[nH]ncc2N=Nc2ccccc2)cc1
  Giardia kill = 14; GALK inh = -10%; TRPV1 agonist = 4; PKM2 act = x; FBPA coupling cs = 0; USP2a inh = 0%; Menin-MLL TR inh = 60%[activator]; CXXC DNA block = -2%; B2AR arrestin = 0.1%; hERG WT inh = -5; KCNH2 3.1 block = -6
smiles: COc1ccc(-c2csc(N(CCCN3CCOCC3)C(=O)c3ccco3)n2)cc1
  Giardia kill = -17; GALK inh = 3%; TRPV1 agonist = 15; PKM2 act = 0%; FBPA coupling cs = 1; USP2a inh = -1%; Menin-MLL TR inh = 8%; CXXC DNA block = -2%; B2AR arrestin = 0.3%; hERG WT inh = 1; KCNH2 3.1 block = -1

Returning to the listing with the 4 entries that preceded the break.
SMILES	Giardia kill	GALK inh	TRPV1 agonist	PKM2 act	FBPA coupling cs	USP2a inh	Menin-MLL TR inh	CXXC DNA block	B2AR arrestin	hERG WT inh	KCNH2 3.1 block
CCC(C)N(C(=O)COc1ccc(NC(C)=O)cc1)C1CCS(=O)(=O)C1 (stereo not given)	5	7%	0	-8%	0	1%	-6%	-2%	0.2%	-7	-11
CCCCn1c(SCC(=O)c2ccccc2)nc2c1c(=O)[nH]c(=O)n2C	-14	1%	-1	-2%	0	4%	-25%	6%	-0.2%	22	3
Clc1ccc(-c2[nH]ncc2N=Nc2ccccc2)cc1	14	-10%	4	x	0	0%	60%[activator]	-2%	0.1%	-5	-6
COc1ccc(-c2csc(N(CCCN3CCOCC3)C(=O)c3ccco3)n2)cc1	-17	3%	15	0%	1	-1%	8%	-2%	0.3%	1	-1
COc1ccc(S(=O)(=O)Nc2ccccn2)c(C)c1C	-10	-1%	2	21%	1	1%	-15%	-2%	-0.3%	-6	3
CN1CCN(C(CNC(=O)c2ccc(Br)o2)c2ccc(F)cc2)CC1 (stereo not given)	5	x	3	x	x	1%	x	x	0.0%	2	-5
CCn1c(SCC(=O)N2CCCC2)nc2ccccc2c1=O	15	8%	2	-4%	5	-9%	-9%	-2%	-0.2%	6	-12
O=C(Nc1nc(-c2ccccc2)cs1)C1COc2ccccc2O1 (stereo not given)	-12	-1%	8	1%	0	1%	-20%	17%	0.2%	-4	-7
Cc1nc(C)n(CC(O)COc2ccc(C(=O)c3ccccc3)cc2)n1 (stereo not given)	1	0%	-15	0%	1	-2%	1%	-5%	-0.2%	-12	-3
COc1cc(C(=S)N2CCCCC2)ccc1OCC(=O)Nc1ccccc1Cl	-3	-2%	2	0%	-1	3%	6%	3%	0.0%	-8	1
CCOC(=O)c1c(/N=C/c2cccc(C)c2O)sc2c1CCN(C)C2	-11	-2%	0	3%	-4	4%	-1%	u	5.3%	1	-8
CNC(=O)COc1coc(CN2CCN(c3ccc(F)cc3)CC2)cc1=O	12	-5%	1	x	x	-2%	x	2%	0.3%	-1	-10
COc1ccc(N2CSC3=C(C#N)C(c4cccc(OC)c4OC)CC(=O)N3C2)cc1 (stereo not given)	-14	0%	0	3%	-29	1%	5%	-6%	0.3%	-2	0
CCOc1ccc2nc(NS(=O)(=O)c3ccc(NC(C)=O)cc3)sc2c1	10	-3%	1	1%	8	0%	-21%	15%	-0.2%	0	4
Cc1csc(OCC(=O)Nc2ccc(C)c(C)c2)n1	-20	3%	-3	-8%	5	2%	4%	-4%	0.0%	1	6
Cc1ccccc1OCC(=O)OCC(=O)c1ccc(-c2ccccc2)cc1	8	0%	-2	-12%	0	4%	-14%	5%	0.3%	x	-2
CCc1ccc(/C=N/NC(=O)C(=O)NCCCN2CCOCC2)cc1	11	3%	-1	-2%	2	0%	-4%	-1%	-0.3%	12	5
O=[N+]([O-])c1ccc(/C=N/Nc2nc(N3CCCCCC3)nc(N3CCCCCC3)n2)o1	u	1%	0	1%	-16	1%	u	7%	0.2%	-7	-22
CCc1nn(C(C)C(=O)NC(C)CCc2ccco2)c(=O)c2cc3occc3n12 (stereo not given)	17	0%	5	u	4	-1%	-2%	2%	0.3%	13	-4
